# Compound activity from PubChem.
# SENP8 block: human SENP8 protease inhibitors, primary screen, biochemical, fluorescence, Nedd8 protein substrate, uHTS; Sentrin-specific protease 8 (Homo sapiens), Q96LD8; recombinant SENP8; inhibition, % at 20 µM; hit rate 0.64% among 360,000; AID 602440, 2012; in the data active means inhibition mostly above about 40%, no sharp cut-off; inactive means mostly below about 27%
# Target sequence (Q96LD8 whole entry, looked up): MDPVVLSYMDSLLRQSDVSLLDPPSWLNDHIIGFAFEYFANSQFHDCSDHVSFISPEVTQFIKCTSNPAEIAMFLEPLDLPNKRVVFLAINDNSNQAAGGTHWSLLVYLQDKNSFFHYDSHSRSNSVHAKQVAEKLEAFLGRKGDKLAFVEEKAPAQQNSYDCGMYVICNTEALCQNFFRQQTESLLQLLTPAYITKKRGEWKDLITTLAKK
# PfG6PD inh: PfG6PD enzyme inhibitors, primary screen, biochemical, fluorescence intensity, uHTS | glucose-6-phosphate dehydrogenase-6-phosphogluconolactonase (Plasmodium falciparum 3D7) | PfGluPho enzyme, NADPH resazurin-diaphorase fluorescence | inhibition, % at 20 µM | hit rate 0.78% among 350,000 | AID 504690, 2011;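 active means inhibition reaching at least a set limit at 20 µM in the primary screen, cut at about 59% in these data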;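 further: 0% = DMSO wells with substrate and 100% = DMSO wells lacking glucose-6-phosphate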
# SENP1 FRET inh: human SENP1 catalytic domain inhibitors, primary screen, biochemical, FRET, uHTS | recombinant SENP1 catalytic domain, CyPet-SUMO1-YPet FRET cleavage | inhibition, % at 10 µM | Sentrin-specific protease 1 (Homo sapiens), Q9P0U3 | AID 624204, 2012 | hit rate 0.21% among 360,000;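 active means inhibition at least 30% at 10 µM, raw YFP signal under a set limit, fluorescence ratio 0.5 to 1.5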;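 further: 0% = enzyme with DMSO and 100% = no enzyme wells; some results filed as inactive read as strong as hits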
# Target sequence (Q9P0U3 419-644 limits assumed): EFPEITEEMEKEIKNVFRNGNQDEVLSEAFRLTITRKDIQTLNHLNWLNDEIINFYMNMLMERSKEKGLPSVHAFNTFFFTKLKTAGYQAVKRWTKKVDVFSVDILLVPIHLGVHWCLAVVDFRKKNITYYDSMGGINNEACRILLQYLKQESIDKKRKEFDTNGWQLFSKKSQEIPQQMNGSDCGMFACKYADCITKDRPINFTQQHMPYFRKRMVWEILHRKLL
#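 Test system: hSENP1 catalytic domain, recombinant; Amount: 20 pM final SENP1 enzyme; Medium: Tris pH 8 buffer plus EDTA, NaCl, BME, BSA, NP40, catalase; Schedule: 50 min enzyme reaction, room temperature, light-protected; Technique: FRET fluorescence in CFP and YFP emission channels; Controls: no-enzyme wells low, DMSO-plus-enzyme wells high control.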
# * hit, by the source's call; i = inactive. Not all compounds are listed, so the mix of outcomes need not match the whole.
SMILES,SENP8 block,PfG6PD inh,SENP1 FRET inh
O=C(NCCc1cn[nH]c1)c1ccc2oc(CCc3ccccc3)nc2c1,16,-9,-2
C(=NOCc1ccccc1)c1ccccn1,12,0,2
O=C(CSc1nnc2ccc(-c3ccccn3)nn12)Nc1cccc(F)c1,-168,20,-44
CC[C@H](C)[C@H]1CNC(=S)N1CC1CCN(CC)CC1,2,-15,3
C[C@@H]1CCCCO[C@H](CN(C)C(=O)NC2CCCCC2)[C@@H](C)CN([C@H](C)CO)C(=O)c2cc(NC(=O)c3ccccc3)ccc2O1,13,17,-1
O=c1c2ccccc2c2ccccc2c(=O)n1Cc1ccc2c(c1)OCO2,29,10,1
O=C1CCC(C(=O)OCC(=O)Nc2ccc(SC(F)F)cc2)=NN1,30,12,-1
c1ccc(NN(Cc2ccccn2)c2ccccc2)cc1,26,-2,0
Cn1c2ccccc2c(=O)c2ccc(Cl)cc21,-495,-11,-33
CCOC(=O)CN(c1sc(C)c(C)c1C(=O)OCC)S(=O)(=O)c1ccc(C)cc1,14,4,2
C[C@H]1CN([C@@H](C)CO)C(=O)CCCn2nncc2CO[C@H]1CN(C)S(=O)(=O)c1cccs1,-2,4,1
C[C@@H]1CN([C@H](C)CO)S(=O)(=O)c2ccc(Br)cc2O[C@@H]1CN(C)C(=O)CN1CCOCC1,2,9,1
NS(=O)(=O)c1ccc(NCc2cnc3ccccc3n2)cc1,9,-21,0
Cc1nnc(Cc2ccccc2)c2n[nH]c(C)c12,13,7,0
CC1(C)CC(=O)C=C(c2ccccc2-c2ccc(S(C)(=O)=O)cc2)C1=O,23,2,-1
Nc1ncnc(N)c1NC(=O)c1ccc(OCc2ccccc2)cc1,22,1,2
COc1ccc(CNC(=O)COC(=O)c2cc(C)oc2C)cc1,-1,-3,0
COc1ccccc1N(C(C)=O)C1=C(Cl)C(=O)c2ccccc2C1=O,-295,123*,2
C=CCN1C(c2cccc(C(F)(F)F)c2)=CS/C1=C(\C#N)c1nnc(N2CCOCC2)n1-c1ccccc1,17,-3,2
C[C@@H]1CN([C@H](C)CO)C(=O)CCCn2cc(nn2)CO[C@H]1CN(C)C(=O)Nc1cccc2ccccc12,-196,-14,-2
Cc1ccc(CSC2=NCCN2S(=O)(=O)c2ccc(C)cc2)cc1,16,15,0
Cc1nc2ccc(NC(=O)c3ccccc3)cc2c(=O)n1Cc1ccc(F)cc1,-22,15,-5
Cc1cn([C@H]2C[C@H](O)[C@@H](CNC(=O)[C@@H]3CCCN3Cc3ccccc3)O2)c(=O)[nH]c1=O,16,-6,1
CC(C)CC1NC(=O)c2cccnc2-n2c1nc1cc(F)c(F)cc1c2=O (stereo not drawn),10,15,1
C[C@H](O)[C@@H]1C(=O)N2CCc3c([nH]c4ccccc34)[C@@H]2C[C@@H]1N(C)C(=O)Nc1ccc(F)cc1,-170,-4,-84
O=C(Cn1nnc(-c2ccc(Cl)cc2)n1)NC(=O)NC1CCCC1,13,1,0
Cc1ccc(C)c2c1CCCC2=O,6,15,1
CC(C)(C)Cc1c(-c2ccc(F)cc2)nc2ccc(Br)cn12,16,29,-2
O=C1[C@H]2[C@@H](c3ccc(C(F)(F)F)cc3)N[C@]3(CCCN(Cc4ccco4)C3=O)[C@H]2C(=O)N1Cc1ccccc1,-18,11,0
COCOCCn1cc(CN2CCS(=O)(=O)N(Cc3ccc(-c4ccncc4)cc3)C(C(C)C)C2=O)nn1 (stereo not drawn),3,7,-2
COc1ccc(C(=O)N/C(=C\c2ccc(Cl)cc2)C(=O)NCCN2CCOCC2)cc1,23,16,-8
COc1ccc(-c2noc(CN(C)C(=O)CCCN3C(=O)[C@H]4CC=CC[C@H]4C3=O)n2)cc1,14,-18,-1
CC1(C2CC2)NC(=O)N(CC(=O)N2CCN(c3ccccc3F)CC2)C1=O (stereo not drawn),8,-1,2
Cc1cccc(NC(=O)CSc2nncn2N)c1C,9,-6,1
CCOC(=O)C(C(=O)OCC)C(=O)c1cccc2ccc3ccccc3c12,1,-8,0
COc1cc(OC)c(NC(=O)CC2SC(N)=NC2=O)cc1Cl (stereo not drawn),3,-2,2
CC(=O)c1cc2c(cc1NC(=O)CSc1nnc(C3CC3)n1C)OCO2,-475,5,2
C[C@H](CO)N1C[C@H](C)[C@@H](CN(C)S(=O)(=O)c2ccc3ccccc3c2)OCc2cn(nn2)CCCC1=O,11,13,3
COc1ccc([C@H]2C[C@@H](O)[C@H](n3cc(COC(=O)c4ccccc4)nn3)CN2Cc2cccs2)cc1,-30,19,1
C[C@H](CO)N1C[C@H](C)[C@H](CN(C)S(=O)(=O)c2ccc3c(c2)OCCCO3)OCc2cnnn2CCCC1=O,4,5,4
O=C1CCCC(=O)N1CCCCCCN1C(=O)CCCC1=O,16,-24,3
O=C(O)c1cscc1Cc1cccs1,7,-21,3
CCc1cc(-c2nnn(CCC3COCCO3)c2CC)ccc1-c1cn(Cc2ccccc2)nn1 (stereo not drawn),5,20,-1
COc1cc(NC(C)CCCN)c2nc(C)ccc2c1Oc1ccc(F)cc1 (stereo not drawn),-90,42,-45
C[C@H](NC(=O)c1ncn2c1C(=O)N(C)CC2)C(=O)OC(C)(C)C,7,0,2
C#CCN(C[C@@H]1[C@@H](OC(=O)NCC2CCCCC2)[C@@H](OC(=O)NCC2CCCCC2)Cn2c(=O)ccc(=O)n21)S(=O)(=O)c1ccc(C)cc1,-30,4,1
Cc1ncc(CO)n1Cc1ccc(Cl)cc1,22,-14,3
COc1ccccc1N1CCN(C(=O)[C@@H]2CCCN2C2=NS(=O)(=O)c3ccccc32)CC1,16,-11,3

# A different layout for 4 compounds above:
Structure	SENP8 block	PfG6PD inh	SENP1 FRET inh
CCc1cc(-c2nnn(CCC3COCCO3)c2CC)ccc1-c1cn(Cc2ccccc2)nn1 (stereo not drawn)	5	20	-1
COc1cc(NC(C)CCCN)c2nc(C)ccc2c1Oc1ccc(F)cc1 (stereo not drawn)	-90	42	-45
C[C@H](NC(=O)c1ncn2c1C(=O)N(C)CC2)C(=O)OC(C)(C)C	7	0	2
C#CCN(C[C@@H]1[C@@H](OC(=O)NCC2CCCCC2)[C@@H](OC(=O)NCC2CCCCC2)Cn2c(=O)ccc(=O)n21)S(=O)(=O)c1ccc(C)cc1	-30	4	1

# (more compounds)
SMILES,SENP8 block,PfG6PD inh,SENP1 FRET inh
Cc1ccn(CC(=O)N2CCCC(N3CCN(c4cccc(C(F)(F)F)c4)CC3)C2)n1 (stereo not drawn),0,-11,1
Cc1ccc(C(=O)OCC(=O)Nc2cccc(Br)c2)s1,7,-17,3
COc1ccc(C(=O)NCCCC2CCCC2)cc1OC1CCN(C(C)C)CC1,13,-1,-5
CCN1C(=O)CSC1=Nc1ccc(C(=O)OC)cc1,12,4,1
COc1cccc(CN2CC(C(=O)NCCc3cn4cccnc4n3)CCC2=O)c1 (stereo not drawn),-480,-2,-2
CC(C)CC1NC(=O)c2cc3ccccc3cc2-n2c1nc1ccc(F)cc1c2=O (stereo not drawn),7,-12,-1
O[C@@H]1C[C@H](c2ccc(Cl)cc2)N(Cc2cccs2)C[C@H]1n1cc(C2CC2)nn1,17,12,0
COc1cc(Cl)ccc1OCc1cc(C(=O)N2CCN(C3CCCCC3)CC2)no1,15,-2,-5
CC(C)CC1C(=O)N(Cc2cn(CC3CCCCC3)nn2)CCS(=O)(=O)N1Cc1ccc(-c2ccc(Cl)cc2)cc1 (stereo not drawn),6,14,3
O=C(OCc1cn([C@@H]2CN(CC3CCCCC3)[C@@H](c3ccccc3)C[C@H]2O)nn1)c1ccccc1,3,34,-3
C[C@@H]1CCCCO[C@@H](CN(C)C(=O)Cc2ccccc2)[C@@H](C)CN([C@H](C)CO)C(=O)c2cc(N(C)C)ccc2O1,-106,14,1
CC(=O)OC1C(OC(C)=O)C2C(C)CC3OC(=O)C(C)C3CC2(C)C1OC(C)=O (stereo not drawn),14,-17,3

# Sorted by count of non-hydrogen atoms (rising): part of the list above
SMILES,SENP8 block,PfG6PD inh,SENP1 FRET inh
O[C@@H]1C[C@H](c2ccc(Cl)cc2)N(Cc2cccs2)C[C@H]1n1cc(C2CC2)nn1,17,12,0
CC(C)CC1NC(=O)c2cc3ccccc3cc2-n2c1nc1ccc(F)cc1c2=O (stereo not drawn),7,-12,-1
Cc1ccn(CC(=O)N2CCCC(N3CCN(c4cccc(C(F)(F)F)c4)CC3)C2)n1 (stereo not drawn),0,-11,1
O=C(OCc1cn([C@@H]2CN(CC3CCCCC3)[C@@H](c3ccccc3)C[C@H]2O)nn1)c1ccccc1,3,34,-3
CC(C)CC1C(=O)N(Cc2cn(CC3CCCCC3)nn2)CCS(=O)(=O)N1Cc1ccc(-c2ccc(Cl)cc2)cc1 (stereo not drawn),6,14,3

# (listing goes on)
SMILES,SENP8 block,PfG6PD inh,SENP1 FRET inh
O=C(O)c1sc(C(=O)O)c(-c2ccccc2)c1-c1ccccc1,20,8,2
O=C(O)c1ccc(CNC(=O)c2ccc(S(=O)(=O)N3CCCC3)cc2)cc1,9,3,-1
Cc1ccc(OCc2cc(C(=O)N(C)C3CCCc4ccccc43)no2)cc1C (stereo not drawn),10,8,0
CCC[C@H]1CN(c2ccc(OC)cc2)C(=O)[C@@H]1CC(=O)Nc1ccccc1,10,-1,0
COc1ccc(CN2C(=O)C(CC(=O)NCCCN(C)C)CC(C(=O)N(C(C)C)C(C)C)=C2C)cc1 (stereo not drawn),28,-9,3
Cc1ccccc1CN(C)C[C@@H]1OCc2cnnn2CCCC(=O)N([C@H](C)CO)C[C@H]1C,6,0,1
Cc1ccc(S(=O)(=O)N2C[C@H]3C(=O)C[C@@H](c4cccc(Cl)c4)N(S(=O)(=O)c4ccc(C)cc4)[C@H]3C[C@H]2c2ccccc2)cc1,0,18,-3
O=C(COc1ccc(Cl)cc1Cl)NCCN1CCCCC1,18,-3,-3
CC1(CSc2ccccc2)CC(=O)N1 (stereo not drawn),19,-5,0
COc1cc(C)ccc1OCc1cc(C(=O)NC(c2ccccn2)C(F)(F)F)no1 (stereo not drawn),1,7,2
O=C(N/N=C/c1ccc(N2CCOCC2)s1)c1ccc(O)cc1,i,-6,-74
COc1ccc(NC(=O)CCCOc2ccc(C)cc2)cc1S(=O)(=O)N1CCCCC1,13,9,1
COc1ccc(NC(=O)N(C)C[C@@H]2OCc3cn(nn3)CCCC(=O)N([C@H](C)CO)C[C@H]2C)c(OC)c1,10,10,-1
C[C@@H](O)CNC(=O)c1[nH]cnc1C(=O)Nc1cccc(Cl)c1,9,7,3
COc1ccc(CNC(=O)C2CCN(S(=O)(=O)c3ccc(N4CCCC4=O)cc3)CC2)cc1,16,-2,2
CC1C(=O)N(Cc2cn(CC3CCCCC3)nn2)CCS(=O)(=O)N1Cc1ccc(-c2cccc(CO)c2)cc1 (stereo not drawn),14,9,2
CCCC#Cc1cnc2c(c1)C(=O)N([C@H](C)CO)C[C@@H](C)[C@@H](CN(C)C(=O)Nc1cccc(F)c1)O2,-28,37,-1
CN(C)S(=O)(=O)n1cc(/C=C(\NC(=O)c2ccccc2F)C(=O)NCCN2CCOCC2)c2ccccc21,11,2,0
COc1ccc(OCc2nnc(SCC(=O)Nc3oc(C)c4c(C)n[nH]c(=O)c34)n2C)cc1,10,14,0
NC(=O)C(CCc1nc2ccccc2[nH]1)NS(=O)(=O)c1ccccc1 (stereo not drawn),22,-28,0
CCN(CC(=O)Nc1c(F)cccc1F)C(=O)CCCN1C(=O)c2cccc3cccc(c23)C1=O,-382,0,-2
COc1ccc2c([N+](=O)[O-])c(N3CCOCC3)[nH]c2c1,-144,8,-2
CC(=O)c1ccc(OCC(=O)Nc2nnc(C3CC3)s2)cc1,9,5,0
CCn1cc(CN2CCCC(C(=O)Nc3cccc(-n4cccn4)c3)C2)cn1 (stereo not drawn),24,-1,-1
O=C(Nc1cc(F)ccc1F)c1ccc2c(=O)n3c(nc2c1)CCC3,-35,-12,2
N#CC(C#N)c1ccnc2ccccc12,11,-5,-13
CN(Cc1ccccc1)S(=O)(=O)c1ccc(Cl)c(C(=O)N2CCOCC2)c1,14,-13,3
COCCCN(Cc1cc(OC)c(OC)c(OC)c1)C(=S)Nc1cccc(SC)c1,7,9,10
COc1cc(C(C)n2nnc3ccccc32)ccc1O (stereo not drawn),10,2,2
CC(=O)c1ccc(OCC(=O)N(C)C2CCS(=O)(=O)C2)cc1 (stereo not drawn),18,8,0
COc1ccc(CCC(=O)Nc2ccc(S(=O)(=O)N3CCOCC3)cc2)cc1OC,0,-23,0
Cc1cccc(NC(=O)COC(=O)CN2C(=O)C3CCCCC3C2=O)c1C (stereo not drawn),11,-4,3
C[C@H](NC(=O)C1CCN(S(=O)(=O)c2ccccc2)CC1)C(=O)NC1CC1,15,-22,0
COc1ccc(NC(=O)N(C)[C@H]2C[C@H]3c4[nH]c5ccccc5c4CCN3C(=O)[C@H]2CO)cc1,-99,-5,-24
CC(C)C1C(=O)N(Cc2cn(Cc3ccco3)nn2)CCS(=O)(=O)N1Cc1ccc(-c2ccc(Cl)c(Cl)c2)cc1 (stereo not drawn),-23,20,1
CCN(CC)CCN(C(=O)c1ccc2c(c1)CCCC2)c1nc2c(OC)cccc2s1,25,24,2
Cc1ccccc1CN(C)C[C@@H]1OCc2cnnn2CCCC(=O)N([C@@H](C)CO)C[C@H]1C,6,-18,0
